KOR beta-arrestin-1 = KOR agonists, beta-arrestin recruitment, primary screen, cell-based, luminescence, uHTS (AID 1777); activation, % at 10 µM; hits with a dose series show EC50 in µM; Kappa-type opioid receptor (Homo sapiens); KOR beta-arrestin recruitment, luminescence; higher % means a stronger effect; 0.02% of 280,000 active; in the data active = activation above about 50%, passing the limit was not always enough; note: a part of the inactive calls stands beside numbers as strong as those of hits
Yfh1-off respiration = enhancers of respiration in Yfh1-depleted yeast, dose response, Friedreich's ataxia, plus single-dose screen (AID 1465); S. cerevisiae Yfh1-off respiration, WST-1 reduction, 72 h; higher fold induction means a stronger effect; one-dose fold induction at 50 µM; EC50 in µM for titrated hits; 0.074% of 220,000 active;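 active = fold induction of absorbance versus untreated yeast above a set limit, then at least 30% activation at any dose in follow-up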;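 note: activators that raise dye reduction in frataxin-depleted yeast; strong numbers were not always called active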
NTR1 agonist = agonists of NTR1, primary screen, imaging, U2OS cells, beta-arrestin-GFP, high content (AID 493036) | NTR1-U2OS beta-arrestin-GFP spot imaging, agonist mode | activation, % at 20 µM | 0.17% of 330,000 active;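 active = activation at or above 40% of the spot to cytoplasm intensity ratio, with at least 20 cells analyzed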;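 note: 0% = DMSO without peptide and 100% = 100 nM NTR1 peptide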
Target sequence (P30989 whole entry, looked up): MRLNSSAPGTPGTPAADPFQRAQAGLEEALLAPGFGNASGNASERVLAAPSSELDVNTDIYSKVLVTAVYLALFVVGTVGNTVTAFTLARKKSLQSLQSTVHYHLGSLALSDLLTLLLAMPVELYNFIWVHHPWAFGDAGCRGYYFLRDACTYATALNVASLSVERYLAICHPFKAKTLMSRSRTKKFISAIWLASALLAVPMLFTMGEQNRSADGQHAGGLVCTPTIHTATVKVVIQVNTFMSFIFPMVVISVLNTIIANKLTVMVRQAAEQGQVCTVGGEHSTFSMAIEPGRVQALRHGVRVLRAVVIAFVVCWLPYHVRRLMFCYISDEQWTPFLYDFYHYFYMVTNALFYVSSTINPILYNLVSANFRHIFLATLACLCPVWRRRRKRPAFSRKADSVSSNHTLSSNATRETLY
KOR beta-arrestin-2 = KOR antagonists, beta-arrestin recruitment, cell-based, luminescence, uHTS (AID 1778) | Kappa-type opioid receptor (Homo sapiens) | KOR beta-arrestin recruitment, luminescence, antagonist mode; higher % means a stronger effect | one-dose inhibition, % at 10 µM; IC50 in µM for titrated hits | 0.091% of 290,000 active; note: strong numbers were not always called active
NOD1 inhibition = NOD1 signaling inhibitors, primary screen, cell-based, luminescence, uHTS (AID 1578) | NOD1-driven NF-kB luciferase reporter cells, luminescence; higher % means a stronger effect | inhibition, % at 4 µM, or EC50 in µM where a hit was titrated | 1% of 290,000 active; in the data active = inhibition mostly above about 36%, no sharp cut-off; inactive = mostly below about 34%;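 note: HEK-293T reporter cells stimulated with the NOD1 agonist gamma-tri-DAP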
GPR55 activation = GPR55 agonists via beta-arrestin recruitment, primary screen, imaging, U2OS cells, beta-arrestin-GFP redistribution (AID 1961) | activation, % at 10 µM, or EC50 in µM where a hit was titrated | 0.048% of 290,000 active | G-protein coupled receptor 55 (Homo sapiens) | U2OS GPR55 beta-arrestin-GFP redistribution imaging; higher % means a stronger effect;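 active = activation above 40% with more than 50 cells counted in the well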;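 note: U2OS osteosarcoma cells stably expressing GPR55 and beta-arrestin-GFP; plate controls were DMSO negative control for no effect and LPI positive control for full effect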
TNAP activation fold = human TNAP enzyme activators, primary screen, biochemical, luminescent, no phosphate acceptor, uHTS (AID 1001); Alkaline phosphatase, tissue-nonspecific isozyme (Homo sapiens); purified TNAP, luminescent activation assay, no phosphate acceptor; higher activation fold means a stronger effect; activation fold at 20 µM, or EC50 in µM where a hit was titrated; 0.03% of 200,000 active; in the data active = activation fold from about 3, or a potency from the dose series; inactive = the rest, 99 in 100 with activation fold below about 1.6; note: many of its hits are not listed in these tables
ER stress rescue = rescue of cells from ER stress-induced death, primary screen, 384-well, CSM14.1, thapsigargin, ATP luminescence (AID 1222); CSM14.1 thapsigargin-induced death rescue, ATP luminescence; higher % means a stronger effect; cellular ATP content (survival), % at 20 µM, or EC50 in µM where a hit was titrated; 190,000 tested, under 10 active;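 active = EC50 below 50 µM in the dose-response confirmation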;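 note: death triggered by thapsigargin at about 15 µM added after 2 h compound pretreatment; cell ATP read after overnight thapsigargin exposure of roughly 18 to 22 hours; normalized against plate controls of thapsigargin alone and 5% DMSO vehicle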
NOD2 inhibition = NOD2 signaling inhibitors, cell-based, luminescence, uHTS, HEK293 (AID 1566); HEK293 NOD2/NF-kB luciferase reporter, luminescence; higher % means a stronger effect; inhibition, % at 4 µM; hits with a dose series show EC50 in µM; 0.63% of 290,000 active; note: many of its hits are not listed in these tables
NTR1 agonist cell count 20 µM = also measured in NTR1 agonist; calls as there; cell count; measured here: cell count, cytotoxicity flag
Starred values were filed as active, the others as inactive; i = inactive; nt = no result given; [ ] = dose if it differs, or a comment. Cut-off read from the data, not from the text of the source, unless noted: active = inhibition above about 50%; inactive = the rest. An excerpt. The share of hits here may be higher or lower than overall.

SMILES | KOR beta-arrestin-1 | Yfh1-off respiration | NTR1 agonist | NTR1 agonist cell count 20 µM | KOR beta-arrestin-2 | NOD1 inhibition | GPR55 activation | TNAP activation fold | ER stress rescue | NOD2 inhibition
CCN(C(=O)COC(=O)c1cc(=O)[nH]c2ccccc12)C1CCS(=O)(=O)C1 (stereo not drawn) | 7.7% | i | 1.0 | 74 | -3% | 4% | -1.9% | nt | nt | 2%
O=C(NCCc1ccccc1)c1ccc(NC(=O)c2cccnc2)cc1 | -9.0% | nt | -0.3 | 64 | 13%[20 µM] | 15% | 0.4% | nt | nt | -4%
Cc1ccc(-c2cc(C(F)(F)F)n3ncc(C(=O)NCc4ccco4)c3n2)cc1 | -4.0% | i | 2.2 | 54 | -12% | -33% | -0.1% | 1.1 | 1.4% | 13%
Fc1ccc(N2CCN(Cc3cnc(Oc4ccc(Br)cc4)s3)CC2)cc1 | 9.8% | i | 2.7 | 50 | -38% | 30% | 0.0% | 0.9 | -1.0% | -2%
Cc1ccc(S(=O)(=O)N[C@H](C(=O)NCC2CCC(C(=O)O)CC2)C(C)C)cc1 (stereo partly drawn) | 0.6% | nt | -0.1 | 117 | 0% | -9% | -0.3% | nt | nt | 11%
Cc1c(O)c(S(=O)c2ccccc2)c(=O)n(-c2ccccc2)c1-c1ccccc1 (stereo not drawn) | 4.9% | i | 2.7 | 43 | -20% | 52% | -0.3% | 1 | -1.4% | 4%
CC(C)=CCC/C(C)=C/C(=O)O | 2.2% | i | -1.2 | 89 | -1% | -9% | 0.6% | nt | nt | 14%
CC(C)CCn1cnc2c(cnn2-c2ccc(F)cc2)c1=O | 1.6% | i | 0.0 | 31 | -14% | -67% | -0.1% | 1.1 | -0.3% | -48%
Cc1cc(NC(=O)c2cccnc2Cl)ccc1NC(=O)c1cc2ccccc2o1 | -4.2% | nt | 1.3 | 48 | -3% | -24% | -0.2% | nt | nt | 14%
O=C(CCCSc1nc2ccccc2[nH]1)NCc1ccccc1 | -3.6% | i | 0.2 | 49 | 16% | -28% | -0.2% | 1 | -0.1% | 1%
COc1cccc(CNC(=O)c2ccc(COc3ccccc3)cc2)c1 | 2.4% | nt | 0.8 | 81 | -6% | -29% | 0.0% | nt | nt | 10%
CCn1cc(S(=O)(=O)c2ccc(C)cc2)c(=O)c2cc(OC)ccc21 | 2.0% | nt | -0.4 | 59 | -11% | 11% | 0.0% | nt | nt | 26%
CCOC(=O)c1ccccc1NC(=O)COC(=O)CC1CCCCC1 | 7.8% | nt | 7.8 | 66 | -35% | -18% | 0.3% | nt | nt | 2%
Cc1nc(SCC(=O)N2CCOCC2)c2c(=O)n(C)c(=O)n(C)c2n1 | -0.8% | i | 2.2 | 71 | 9% | -2% | -0.1% | nt | nt | 10%
N#Cc1ccc(OCC(=O)NCCc2ccccn2)cc1 | 7.9% | i | 0.0 | 47 | -28% | 2% | -0.1% | 1 | -1.2% | -11%
Cc1ccc(Oc2ccccc2/C=C/C(=O)O)cc1 | 0.8% | i | 4.4 | 76 | 10% | -4% | 0.1% | 1.1 | -1.4% | 13%
CCc1ccc(/C=C2/Sc3ccccc3N(CC(=O)NCCCOC)C2=O)cc1 | -1.4% | i | 0.2 | 83 | -14% | -14% | -0.4% | 1.1 | -2.4% | 17%
CCOCc1nnc(NC(=O)C2CC(=O)N(CCc3ccc(F)cc3)C2)s1 (stereo not drawn) | 2.6% | nt | -0.1 | 57 | -37% | -13% | 0.6% | nt | nt | 9%
O=C(Nc1ccc(O)cc1)N1CCOCC1 | -1.5% | nt | 0.4 | 80 | -33%[20 µM] | -30% | -0.1% | nt | nt | -6%
COc1ccccc1NC(=O)CN(Cc1ccco1)C(=O)c1cccs1 | -1.2% | i | 0.2 | 78 | 20% | -4% | 0.0% | 1 | -1.9% | 2%
O=C(NC1CCCCC1)c1ccc(S(=O)(=O)N2CCCC2)cc1 | -8.2% | i | 1.8 | 54 | -30% | -46% | 1.0% | 1.1 | -2.0% | -9%
COc1ccc(CNC(=O)CN(C(=O)c2ccc(CN3CCOCC3)o2)C2CCCC2)cc1 | -4.9% | i | -0.9 | 56 | 22% | -24% | -0.3% | 1 | -1.6% | 18%
Cn1c(=O)c2c(-c3ccccc3)n(-c3ccccc3O)cc2n(C)c1=O | -3.3% | i | 0.2 | 51 | 0% | -9% | 0.0% | 1 | -1.5% | 3%
Cc1cc(Br)ccc1OCCCCNC(C)(C)C | 1.8% | i | -2.7 | 70 | -15% | -24% | 0.2% | 1 | -1.8% | 5%
O=c1[nH]c(SCc2cccc(Cl)c2)nc2[nH]ncc12 | -5.9% | i | -2.0 | 80 | 6% | -23% | -0.3% | 1.8 | 2.3% | -31%
SMILES | KOR beta-arrestin-1 | Yfh1-off respiration | NTR1 agonist | NTR1 agonist cell count 20 µM | KOR beta-arrestin-2 | NOD1 inhibition | GPR55 activation | TNAP activation fold | ER stress rescue | NOD2 inhibition
C/C(=N\NC(=O)CSc1nnc(C)s1)c1ccc(O)cc1 | 0.0% | i | 2.4 | 43 | -27% | -19% | 0.1% | 1.1 | -2.5% | 10%
CC(=O)C1=C(O)C(=O)N(c2nnn(C)n2)C1c1cccs1 (stereo not drawn) | -0.1% | i | -2.9 | 57 | 15% | -9% | -0.1% | 1.1 | -0.1% | -9%
CC(=O)Nc1ccc(NC(=O)CN(c2cccc(C)c2)S(C)(=O)=O)cc1 | -11% | i | -0.7 | 75 | -18% | 3% | 0.3% | 0.9 | -0.7% | 12%
CCCc1nnc(NC(=O)c2cccc(OC)c2)s1 | -2.5% | i | 0.7 | 58 | -4% | -41% | 0.2% | 1 | 2.2% | -41%
O=C(O)CCC/C=C\C[C@@H]1[C@@H](/C=C/[C@@H](O)COc2cccc(Cl)c2)[C@H](O)C[C@@H]1O | -0.7% | i | 3.8 | 54 | -27% | -31% | 0.2% | 1.1 | -0.2% | 3%
Fc1ccc(NCc2n[nH]c(=S)n2Cc2ccccc2)cc1 | -1.6% | i | 0.9 | 62 | -16% | -26% | 0.2% | 1.4 | -2.0% | 8%
O=C(COc1ccc(Cl)cc1Cl)N1CCCCCC1 | 1.6% | i | 2.1 | 85 | 26% | -39% | -0.1% | 1.1 | 0.0% | -22%
Cc1nn(-c2ccccc2)c(N)c1Sc1ccccc1[N+](=O)[O-] | 3.9% | i | 2.3 | 43 | 22% | -25% | -0.1% | 1.1 | 1.0% | 5%
CCOc1ccccc1N(CC(=O)OC)S(=O)(=O)c1ccccc1 | -0.1% | i | 1.1 | 90 | 17% | 15% | 0.6% | 1.1 | 2.6% | 16%
O=C(CN1CCN(C2CCCCC2)CC1)Nc1ccccc1N1CCCCC1 | 3.5% | i | 1.3 | 47 | -26% | 6% | 0.1% | 1.1 | -2.5% | -5%
N#Cc1cc(-c2ccccc2)oc1NC(=O)c1ccccc1 | 0.3% | i | 1.5 | 51 | 25% | 16% | -0.2% | 1 | 1.0% | -11%
c1cc(-c2noc(CC3CCCCC3)n2)ccn1 | 0.0% | i | -4.2 | 77 | 15% | -7% | 0.3% | 1 | -1.8% | -7%
Cc1ccc(S(=O)(=O)Nc2cc(C(F)(F)F)ccc2N2CCOCC2)cc1C | 7.8% | i | 12 | 55 | -4% | -26% | -0.2% | 1.1 | 2.8% | 14%
CCOC(CNC(=O)c1cc(C)nn1-c1ccccc1)OCC | -0.7% | i | -0.4 | 58 | 16% | -15% | -0.1% | 1 | 0.7% | -1%
CC(=O)Nc1nc(C)c(Oc2cccc(C(F)(F)F)c2)c(=O)[nH]1 | 0.3% | i | -0.1 | 52 | -4% | -5% | 1.0% | nt | nt | 1%
CN(C)C(=O)c1cc(Cl)ccc1Sc1cc(Cl)ccc1Cl | -6.1% | i | 1.2 | 56 | 5% | -12% | 0.0% | 1.1 | -0.6% | 8%
COc1cc(/C=N/NC(=O)c2sc(N)c(C#N)c2C)cc(Br)c1O | -3.8% | nt | 5.6 | 42 | 11% | 32% | 0.3% | 1 | -1.5% | -27%
CCCCCOC(=O)Cc1c(O)c2ccccc2[nH]c1=O | -1.8% | i | 0.4 | 65 | 16% | -11% | -0.1% | 1 | 3.3% | 6%
CCOC(=O)c1c(NC(=O)C2CCCO2)sc(C(=O)OC(C)(C)C)c1C (stereo not drawn) | 6.9% | i | 4.1 | 71 | -32% | -66% | 0.0% | 1 | -1.9% | -6%
O=C1CCC/C1=C\Nc1ccc(Cl)c([N+](=O)[O-])c1 | -2.2% | i | 0.4 | 65 | 13% | -2% | -0.1% | nt | nt | 10%
CCCn1c2ccccc2c2cnn(CC(=O)NCCCN3CCN(c4ccccc4)CC3)c(=O)c21 | 1.3% | nt | 4.4 | 55 | -41% | 1% | -0.1% | nt | nt | 7%
FC(F)(F)c1cc(-c2ccco2)nc(-n2nnc3ccccc32)n1 | -1.6% | i | 6.9 | 66 | -12% | 1% | -0.2% | 1.1 | -3.4% | 1%
O=C(Nc1ccncc1)c1cc(F)cc(F)c1 | 4.0% | i | -0.6 | 42 | -16% | 9% | -0.1% | 0.9 | -1.2% | 8%
COc1ccc(NC(=O)CN(c2ccccc2C)S(C)(=O)=O)c(OC)c1 | -4.9% | nt | 0.3 | 63 | 17%[20 µM] | -28% | -0.2% | nt | nt | 6%

Reformatted: results already given
C/C(=N\NC(=O)CSc1nnc(C)s1)c1ccc(O)cc1
  KOR beta-arrestin-1 = 0.0% | Yfh1-off respiration = i | NTR1 agonist = 2.4 | NTR1 agonist cell count 20 µM = 43 | KOR beta-arrestin-2 = -27% | NOD1 inhibition = -19% | GPR55 activation = 0.1% | TNAP activation fold = 1.1 | ER stress rescue = -2.5% | NOD2 inhibition = 10%
c1cc(-c2noc(CC3CCCCC3)n2)ccn1
  KOR beta-arrestin-1 = 0.0% | Yfh1-off respiration = i | NTR1 agonist = -4.2 | NTR1 agonist cell count 20 µM = 77 | KOR beta-arrestin-2 = 15% | NOD1 inhibition = -7% | GPR55 activation = 0.3% | TNAP activation fold = 1 | ER stress rescue = -1.8% | NOD2 inhibition = -7%
Cc1ccc(S(=O)(=O)Nc2cc(C(F)(F)F)ccc2N2CCOCC2)cc1C
  KOR beta-arrestin-1 = 7.8% | Yfh1-off respiration = i | NTR1 agonist = 12 | NTR1 agonist cell count 20 µM = 55 | KOR beta-arrestin-2 = -4% | NOD1 inhibition = -26% | GPR55 activation = -0.2% | TNAP activation fold = 1.1 | ER stress rescue = 2.8% | NOD2 inhibition = 14%
CN(C)C(=O)c1cc(Cl)ccc1Sc1cc(Cl)ccc1Cl
  KOR beta-arrestin-1 = -6.1% | Yfh1-off respiration = i | NTR1 agonist = 1.2 | NTR1 agonist cell count 20 µM = 56 | KOR beta-arrestin-2 = 5% | NOD1 inhibition = -12% | GPR55 activation = 0.0% | TNAP activation fold = 1.1 | ER stress rescue = -0.6% | NOD2 inhibition = 8%

Bioassay records (PubChem)
